AMPAR-TARP mod – modulates AMPAR-stargazin complexes; O88602+P19491; HEK293 GluA2+stargazin, membrane potential dye (FDSS), glutamate EC50; hits were called plate by plate, in both directions; calls only at 30 µM; actives 3.5% (n = 40,000); AID 1259245;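 active = any of four per-well response measures lying three or more SD from its plate-wide compound average, in either direction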
AMPAR-TARP mod agonism max-min – further read-out of AMPAR-TARP mod, marked with its call; compound max-min signal; compound-alone response (agonism);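 unitless range of fluorescence divided by baseline over first 100 seconds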
AMPAR-TARP mod glutamate slope – further read-out of AMPAR-TARP mod, marked with its call; glutamate slope, % of max; measured here: glutamate response slope, % max;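 scaled per plate between vehicle wells and maximal 1 mM glutamate control wells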
Numbers without * were called inactive; i = inactive; + = active, no number; & = joins results of further samples.

| AMPAR-TARP mod glutamate slope | AMPAR-TARP mod agonism max-min | AMPAR-TARP mod | molecule |
| --- | --- | --- | --- |
| 60.5 | 0.172 | i | O=S(=O)(NCC(O)(c1ccco1)C1CC1)c1ccc(Cl)s1 (configuration not stated) |
| 59.3 | 0.101 | i | COc1cccc(N2CC(c3nc4ccccc4n3CC(O)COc3cccc(C)c3)CC2=O)c1 (configuration not stated) |
| 47.9 | 0.0751 | i | Cc1cc(S(=O)(=O)NCCn2nc(-c3ccc(Cl)cc3)ccc2=O)ccc1F |
| 63.2 | 0.0403 | i | COC(=O)c1ccc(S(=O)(=O)NCC#CCN2CCc3ccccc3C2)cc1 |
| 60.1 | 0.106 | i | O=C(NCCc1ccccc1)Nc1ccc(N2CCCS2(=O)=O)cc1 |
| 59.0 | 0.102 | i | CSCCC(C)(O)CNC(=O)c1cccc(C(F)(F)F)c1 (configuration not stated) |
| 69.4 | 0.127 | i | O=C(/C=C/c1ccccc1)N1CCN(Cc2nc(-c3ccco3)cs2)CC1 |
| 45.6 | 0.078 | i | CN(C(=O)C1CCN(S(=O)(=O)c2ccccc2[N+](=O)[O-])CC1)C1CCCCC1 |
| 56.8 | 0.069 | i | CCOc1ccc(/C=C/C(=O)Nc2ccc(CC)cc2)cc1 |
| 68.3 | 0.123 | i | O=C(NCCCc1ccccc1)C(=O)NC1CCCC1 |
| 59.5 | 0.0814 | i | CNC1(C)CCS(=O)(=O)C1 (configuration not stated) |
| 33.1 | 0.117 | i | COc1ccc2sc(N(CC3CCCO3)C(=O)C3CCCC3)nc2c1 (configuration not stated) |
| 48.2 | 0.0761 | i | O=C(Cc1cc(-c2ccc(Cl)cc2)on1)Nc1ccc2c(c1)OCO2 |
| 40.4 | 0.0307 | i | COc1ccc(CC(=O)Nn2cnc3c(cnn3C(C)(C)C)c2=O)cc1OC |
| 56.2 | 0.0611 | i | Cc1ccc(N2CCN(S(=O)(=O)N3CCCCC3)CC2)c(C)c1 |
| 57.2 | 0.0646 | i | COc1ccc(-c2ccc(=O)n(CCNS(=O)(=O)c3ccccc3Cl)n2)cc1 |
| 33.1 | 0.0739 | i | COc1ccc(Cl)cc1NC(=O)CN1CCN(S(=O)(=O)c2ccc3ccccc3c2)CC1 |
| 73.1 | 0.0914 | i | CS(=O)(=O)N1CCN(C(=O)Cc2csc(NC(=O)c3ccco3)n2)CC1 |
| 63.9 | 0.0487 | i | CCOC(=O)C(=O)NC(C)(C)C |
| 64.4 | 0.111 | i | O=C(NCCn1ncc2c(N3CCCC3)ncnc21)C(=O)c1c[nH]c2ccccc12 |
| 48.6 | 0.0765 | i | COC(=O)c1ccc(Cn2nc(-c3ccco3)c3sc(N4CCCCC4)nc3c2=O)cc1 |
| 46.7&102.4 | 0.0731&0.0418 | i | CCOc1ccccc1-n1nnnc1SCC(=O)Nc1ccc(C(C)C)cc1 |
| 61.9 | 0.121 | i | O=C(Nc1cc(-c2ccco2)nn1CCO)c1ccco1 |
| 58.9 | 0.0734 | i | O=C(C1COc2ccccc2O1)N(CCCn1ccnc1)c1nc2c(F)cccc2s1 (configuration not stated) |
| 34.7 | 0.0282 | i | CC(C)(C)n1ncc2c(=O)n(NC(=O)c3ccc4c(c3)OCO4)cnc21 |
| 61.3 | 0.106 | i | O=C(c1ccc(Cl)s1)N1CCN(C(=O)c2cnn3ccccc23)CC1 |
| 42.2 | 0.0264 | i | CS(=O)(=O)NCCc1ccsc1 |
| 46.8 | 0.0474 | i | O=C(N1CCOCC1)N1CCN(S(=O)(=O)c2ccc(Cl)cc2)CC1 |
| 53.0 | 0.101 | i | CS(=O)(=O)N1CCCc2ccc(NC(=O)C3CC(=O)N(c4ccc(Cl)cc4)C3)cc21 (configuration not stated) |
| 60.2 | 0.107 | i | COc1ccccc1N1CCN(C(CNS(=O)(=O)c2ccccc2)c2cccnc2)CC1 (configuration not stated) |
| 70.8 | 0.056 | i | COc1cc(C(=O)NC(C)C)c(Br)c(OC)c1OC |
| 80.1 | 0.0532 | i | CC1CC(C)CN(S(=O)(=O)c2c(Cl)cccc2Cl)C1 (configuration not stated) |
| 50.9 | 0.0819 | i | COc1ccc(NC(=O)c2ccc(C)c(S(=O)(=O)N3CCCC3)c2)c(OC)c1 |
| 24.2 | 0.0429 | i | CCCc1nnsc1C(=O)NCC1CCN(C(=O)/C=C/c2ccco2)CC1 |
| 41.7 | 0.0323 | i | COc1ccc(NC(C)=O)cc1NC(=O)CCCn1nc(-c2ccc(C)cc2)ccc1=O |
| 49.1 | 0.0796 | i | COc1cc(NC(=O)N2CCN(c3ccc(-c4ccco4)nn3)CC2)cc(OC)c1OC |
| 50.4 | 0.123 | i | Cc1cc(C(=O)Nc2ccc3c(c2)N(C(=O)c2cccs2)CC3)c(C)o1 |
| 48.5 | 0.132 | i | COc1ccc(C)c2sc(NC(=O)CCCS(=O)(=O)c3ccccc3)nc12 |
| 56.1 | 0.156 | i | CCOc1cccc2cc(C(=O)NCCOC)c(=O)oc12 |
| 71.0 | 0.0725 | i | O=C(NCCn1ncc2c(N3CCOCC3)ncnc21)C1CC(=O)N(c2ccccc2)C1 (configuration not stated) |
| 68.8 | 0.138 | i | COCCn1nnn(-c2ccc(NS(=O)(=O)c3ccc4c(c3)CCCC4)cc2)c1=O |
| 67.3 | 0.0664 | i | O=C(NCCN1CCN(C(=O)c2c(F)cccc2Cl)CC1)c1ccsc1 |
| 59.5 | 0.111 | i | COc1cc(OC)cc(C(=O)Nc2cc3c4c(c2)CCN4C(=O)CC3)c1 |
| 63.9 | 0.101 | i | O=S(=O)(NCCNc1cc(-n2cccn2)ncn1)c1cc(F)ccc1F |
| 34.7 | 0.0625 | i | CCCCOc1ccc(C(=O)Nc2ccc(CC(N)=O)cc2)cc1 |
| 60.0 | 0.079 | i | COc1ccc(SCCC(=O)Nc2sc3c(c2C#N)CCCCC3)cc1 |
| 57.8 | 0.0944 | i | COCC(C)NC(=O)C(=O)NCc1ccccc1OC (configuration not stated) |
| 42.2 | 0.1 | i | COc1ccc(NC(=O)Cn2cnc3c(-c4ccccc4)csc3c2=O)cc1 |
| 55.3 | 0.0527 | i | COc1ccc(F)cc1S(=O)(=O)NCCOc1ccc(-c2ccc(F)cc2)nn1 |
| 65.8 | 0.0941 | i | CCOc1cn2c(cc1=O)C(=O)N(CCNC(=O)c1cc(OC)c(OC)c(OC)c1)CC2 |

Arranged by SMILES length (descending): 16 of the compounds above
| AMPAR-TARP mod glutamate slope | AMPAR-TARP mod agonism max-min | AMPAR-TARP mod | molecule |
| --- | --- | --- | --- |
| 53.0 | 0.101 | i | CS(=O)(=O)N1CCCc2ccc(NC(=O)C3CC(=O)N(c4ccc(Cl)cc4)C3)cc21 (configuration not stated) |
| 65.8 | 0.0941 | i | CCOc1cn2c(cc1=O)C(=O)N(CCNC(=O)c1cc(OC)c(OC)c(OC)c1)CC2 |
| 41.7 | 0.0323 | i | COc1ccc(NC(C)=O)cc1NC(=O)CCCn1nc(-c2ccc(C)cc2)ccc1=O |
| 50.9 | 0.0819 | i | COc1ccc(NC(=O)c2ccc(C)c(S(=O)(=O)N3CCCC3)c2)c(OC)c1 |
| 60.2 | 0.107 | i | COc1ccccc1N1CCN(C(CNS(=O)(=O)c2ccccc2)c2cccnc2)CC1 (configuration not stated) |
| 55.3 | 0.0527 | i | COc1ccc(F)cc1S(=O)(=O)NCCOc1ccc(-c2ccc(F)cc2)nn1 |
| 48.5 | 0.132 | i | COc1ccc(C)c2sc(NC(=O)CCCS(=O)(=O)c3ccccc3)nc12 |
| 42.2 | 0.1 | i | COc1ccc(NC(=O)Cn2cnc3c(-c4ccccc4)csc3c2=O)cc1 |
| 46.8 | 0.0474 | i | O=C(N1CCOCC1)N1CCN(S(=O)(=O)c2ccc(Cl)cc2)CC1 |
| 67.3 | 0.0664 | i | O=C(NCCN1CCN(C(=O)c2c(F)cccc2Cl)CC1)c1ccsc1 |
| 60.0 | 0.079 | i | COc1ccc(SCCC(=O)Nc2sc3c(c2C#N)CCCCC3)cc1 |
| 34.7 | 0.0625 | i | CCCCOc1ccc(C(=O)Nc2ccc(CC(N)=O)cc2)cc1 |
| 80.1 | 0.0532 | i | CC1CC(C)CN(S(=O)(=O)c2c(Cl)cccc2Cl)C1 (configuration not stated) |
| 70.8 | 0.056 | i | COc1cc(C(=O)NC(C)C)c(Br)c(OC)c1OC |
| 57.8 | 0.0944 | i | COCC(C)NC(=O)C(=O)NCc1ccccc1OC (configuration not stated) |
| 42.2 | 0.0264 | i | CS(=O)(=O)NCCc1ccsc1 |

In a second layout: results already given
Compound | AMPAR-TARP mod glutamate slope | AMPAR-TARP mod agonism max-min | AMPAR-TARP mod
COCCn1nnn(-c2ccc(NS(=O)(=O)c3ccc4c(c3)CCCC4)cc2)c1=O | 68.8 | 0.138 | i
COc1ccc(F)cc1S(=O)(=O)NCCOc1ccc(-c2ccc(F)cc2)nn1 | 55.3 | 0.0527 | i

Later entries
| AMPAR-TARP mod glutamate slope | AMPAR-TARP mod agonism max-min | AMPAR-TARP mod | molecule |
| --- | --- | --- | --- |
| 67.1 | 0.0672 | i | O=S(=O)(c1ccc2nncn2c1)N(Cc1ccccc1F)c1ccc2c(c1)OCCO2 |
| 57.8 | 0.0928 | i | COc1cccc(NC(=O)CSc2nnc(C3CC(=O)N(c4ccc(OC)c(Cl)c4)C3)o2)c1 (configuration not stated) |
| 64.9 | 0.0517 | i | Cc1ccc(S(=O)(=O)N(C)c2c(C)ccc(S(=O)(=O)N3CCOCC3)c2C)cc1 |
| 73.6 | 0.111 | i | COC(=O)Nc1ccc(S(=O)(=O)N2CCC(C(=O)NC3CCCCC3)CC2)cc1 |
| 47.3 | 0.0907 | i | COc1ccc(-c2ccc(=O)n(CCNC(=O)Nc3ccccc3F)n2)cc1OC |
| 47.8 | 0.123 | i | CCOC(=O)N1CCC(NC(=O)C(=O)Nc2nccs2)CC1 |
| 63.8 | 0.0659 | i | O=C(NCCCN1CCCC1=O)C(=O)Nc1nccs1 |
| 64.0 | 0.108 | i | COc1cc(OC)cc(C(=O)Nn2cnc3c(cnn3-c3ccc(C)cc3)c2=O)c1 |
| 49.8 | 0.1 | i | CCN1CCc2c(sc(NC(=O)c3c(F)cccc3F)c2-c2nc3ccccc3s2)C1 |
| 52.8 | 0.133 | i | Cc1nn(-c2nc(C)c(C)c(=O)[nH]2)c(C)c1CCC(=O)Nc1ccc(C(F)(F)F)cc1 |
| 50.5 | 0.052 | i | Cn1nc(-c2cccc(NS(=O)(=O)c3ccc4c(c3)OCCO4)c2)ccc1=O |
| 48.9 | 0.137 | i | OC(COCCOc1ccc(Cl)cc1)CSc1ccccn1 (configuration not stated) |
| 42.8 | 0.101 | i | Clc1ccc(-c2noc(-c3ccc4c(c3)OCCO4)n2)cc1 |
| 60.0 | 0.113 | i | CS(=O)(=O)N1CCC(CNC(=O)C(=O)NCc2cccs2)CC1 |
| 40.2 | 0.109 | i | O=C(NC1CCCCCC1)C1CCN(c2ccc(-c3ccc(Cl)cc3)nn2)CC1 |
| 61.2 | 0.0547 | i | CCN1CCN(C(=O)CCN2C(=O)c3ccccc3S2(=O)=O)CC1 |
| 54.5 | 0.0918 | i | O=C(Nc1nc2ccccc2s1)c1cc(-c2cccs2)n(C2CCS(=O)(=O)C2)n1 (configuration not stated) |
| 61.6 | 0.227 | i | Cc1nn2c(NCCN3CCOCC3)c3c(nc2c1-c1ccccc1)CCCC3 |
| 69.0 | 0.114 | i | O=C(NCCOc1ccc(-c2ccco2)nn1)C1c2ccccc2Oc2ccccc21 |
| 46.4&96.2 | 0.0738&0.0438 | i | O=C(O)COc1ccc(/C=C2\SC(=O)N(CC(=O)c3ccccc3)C2=O)cc1 |
| 34.5 | 0.0411 | i | CCn1nnc2c(N3CCN(C(=O)COc4ccc(C)cc4)CC3)ncnc21 |
| 43.1 | 0.0853 | i | Cc1ccc(Cl)cc1S(=O)(=O)NCC1CCN(C(=O)c2ccccc2F)CC1 |
| 59.5* | 0.128* | + | COc1ccc(N(C)S(=O)(=O)c2ccsc2-c2nc(-c3ccc(SC)cc3)no2)cc1 |
| 54.6 | 0.0405 | i | O=C(CS(=O)(=O)c1ccc2c(c1)S(=O)(=O)N=CN2)N1CCN(c2ccc(F)cc2)CC1 |
| 65.9 | 0.0888 | i | CC(C)(C)c1cc(Br)ccc1OCC(=O)Nc1ncn[nH]1 |
| 62.3 | 0.117 | i | CCn1nnc2c(NCCc3c[nH]c4ccccc34)ncnc21 |
| 44.9 | 0.0918 | i | CC(=O)N1CCN(C(=O)Cn2cnc(-c3ccc(C)cc3)cc2=O)CC1 |
| 33.0 | 0.0501 | i | NCc1cc2ccccc2s1 |
| 56.9 | 0.0625 | i | O=C(CN1CCOCC1)N1N=C(c2cccs2)CC1c1cccs1 (configuration not stated) |
| 56.2 | 0.0289 | i | CN(C(=O)CSc1nnc(-c2ccncc2)o1)c1ccccc1 |
| 52.4 | 0.0444 | i | COc1ccc(CCS(=O)(=O)NCC(c2cccn2C)N2CCCC2)cc1 (configuration not stated) |
| 59.7 | 0.0534 | i | COc1ccc(N2CCN(C(=O)c3ccccc3C(F)(F)F)CC2)nn1 |
| 44.8 | 0.0657 | i | CCOC(=O)c1c(-c2ccco2)csc1NC(=O)CN1CCN(C)CC1 |
| 57.7 | 0.101 | i | Cc1nccn1CC1CCN(C(=O)Nc2cccs2)CC1 |

This is a subset, so the mix of outcomes need not match the whole.
